NPY-Y1 PAM-ag – potentiators or agonists of human neuropeptide Y receptor Y1; 0.37% of 220,000 active; activation, % at 3.6 µM; AID 1304; NPY-Y1 expressing cells, potentiator/agonist activation; in the data active = activation above about 33%, passing the limit was not always enough;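 also: cells stimulated with NPY at EC10 then isoproterenol at EC100; 0% = low agonist plus stimulus and 100% = saturating agonist plus stimulus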
NPY-Y1 antag – NPY-Y1 (human) receptor antagonism. P25929. HEK293-CNG Y1 cells, membrane potential fluorescence; NPY at EC95, then isoproterenol. inhibition, % at 3.6 µM. 1% of 200,000 active. AID 1040;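 active = inhibition above the campaign mean inhibition of all tested compounds plus 3 SD, cut at about 20% in these data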;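 also: 0% = DMSO wells given NPY plus isoproterenol and 100% = isoproterenol alone without NPY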
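Test system: HEK293 cells co-expressing NPY Y1 receptor and cyclic-nucleotide gated channel; Also added: NPY (25 nM), isoproterenol (1 µM), Ro 20-1724 (25 µM); Compound dosing: one concentration, 3.6 µM, in 0.4% DMSO; Timing: dye 3 h, compound 60 min room temperature, stimulation 45 min; Technique: Membrane-potential fluorescent dye readout.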
PPC-1+TRAIL kill – compounds killing PPC-1 cancer cells with TRAIL present (potentiator screen, no TRAIL-free arm); PPC-1 cells + TRAIL, ATPLite viability luminescence; cell killing (% activity), % at 4 µM; 0.41% of 220,000 active; AID 1443;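 active = cell killing above 50% in the first pass at 4 µM, then a duplicate retest at 5 µM averaging 50% or more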;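 also: plate controls were cells with TRAIL plus DMSO for no effect and medium-only wells lacking cells for full effect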
zfTRPN1 agonist – zebrafish TRPN1 (NompC) channel agonism; AID 1424; 0.18% of 220,000 active; HEK293 zebrafish TRPN1-YFP, Fluo-8 calcium fluorescence; 100% = response to 87 µM carbachol; activation, % at 3 µM;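 active = activation above its plate's cutoff, the mean activation of test wells on that plate plus 3 SD, cut at about 19% in these data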;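 also: 0% = DMSO alone and 100% = 87 µM carbachol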
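Material: zebrafish TRPN1-YFP in HEK293 cells. Doses: one dose of 3 µM, 0.3% DMSO. Incubation: dye 1 h 37 °C plus 30 min RT. Measured by: intracellular calcium fluorescence with Fluo-8.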
TRPML3 ag – activates the human TRPML3 channel; 0.29% of 220,000 active; HEK293 TRPML3-YFP, Fluo-8 calcium fluorescence; 100% = the carbachol control signal; activation, % at 3 µM;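 active = activation above its plate's cutoff, the mean activation of the plate's test wells plus 3 SD, cut at about 12% in these data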;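 also: 0% = DMSO only wells and 100% = carbachol wells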
Target sequence (Q8TDD5 whole entry, looked up): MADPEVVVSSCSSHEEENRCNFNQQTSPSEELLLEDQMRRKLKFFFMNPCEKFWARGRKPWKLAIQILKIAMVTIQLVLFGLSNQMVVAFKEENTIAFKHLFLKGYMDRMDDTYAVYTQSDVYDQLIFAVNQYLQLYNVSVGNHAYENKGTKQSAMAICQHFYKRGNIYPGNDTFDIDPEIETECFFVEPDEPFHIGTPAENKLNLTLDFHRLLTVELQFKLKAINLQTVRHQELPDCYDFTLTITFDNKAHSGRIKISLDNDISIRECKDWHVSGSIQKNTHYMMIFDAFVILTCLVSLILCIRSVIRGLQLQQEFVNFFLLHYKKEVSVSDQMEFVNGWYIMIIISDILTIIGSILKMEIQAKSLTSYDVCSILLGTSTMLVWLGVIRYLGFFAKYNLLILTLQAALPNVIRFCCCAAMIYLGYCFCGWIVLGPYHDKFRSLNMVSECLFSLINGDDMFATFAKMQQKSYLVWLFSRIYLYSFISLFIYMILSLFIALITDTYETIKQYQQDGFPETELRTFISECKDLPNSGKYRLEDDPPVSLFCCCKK
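Test system – HEK293 line with stable expression of human TRPML3-YFP channel · Control set – carbachol 87 µM final as high control (100%), DMSO as low control (0%) · Signal – Fluo-8 calcium dye fluorescence, ex 470-495, em 515-575 nm · Incubation – 1-h 37 °C dye load, 5-s basal, 120-s post-compound reads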
14-3-3 Bad inh – disrupts binding of bovine 14-3-3 zeta to phospho-Bad peptide; P63103; TR-FRET 14-3-3zeta/Dy647-pBad peptide displacement, 1 h; inhibition, % at 21.7 µM; 0.71% of 220,000 active; AID 781;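 active = inhibition above about 70%, limit read from the data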;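 also: 0% = full 14-3-3 plus peptide FRET controls and 100% = background without 14-3-3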
Target sequence (P63103 whole entry, looked up): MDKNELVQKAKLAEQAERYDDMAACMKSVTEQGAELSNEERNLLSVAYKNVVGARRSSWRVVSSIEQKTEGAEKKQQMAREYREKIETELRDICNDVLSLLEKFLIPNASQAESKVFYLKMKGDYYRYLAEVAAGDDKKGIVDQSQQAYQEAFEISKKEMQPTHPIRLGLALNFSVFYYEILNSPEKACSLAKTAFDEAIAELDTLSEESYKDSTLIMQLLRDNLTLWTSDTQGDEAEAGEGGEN
CHOP inhibitor – CHOP inhibition in unfolded protein response; CHO-K1 CHOP-promoter luciferase, tunicamycin-induced, 15-18 h; inhibition, % at 10 µM; 3.8% of 220,000 active;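 active = compounds that reduced the stress-induced luciferase reporter signal by more than about 70% of percent inhibition, limit read from the data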;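 also: 0% = tunicamycin plus vehicle and 100% = wells without tunicamycin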
EP2 modulator – modulates human prostaglandin E2 receptor EP2 signaling; EP2-expressing cells, cAMP HTRF FRET, PGE2 co-stimulation; induction, % at 25 µM; 0.83% of 260,000 active; AID 940;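 active = compounds whose cAMP rise, as percent of the full-agonist control response, exceeds 60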;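 also: rat C6 glioma line stably carrying human EP2 under a CMV promoter; the protocol text gives 20 µM as final concentration; 100% = response of wells given 1 µM PGE2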
EP2 antag – blocks the human prostaglandin E2 receptor EP2 | inhibition, % at 25 µM | 0.52% of 260,000 active | AID 1422 | C6 glioma cells expressing human EP2, cAMP TR-FRET; cells stimulated with saturating PGE2;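 active = percent inhibition above 40 after rounding to a whole number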;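 also: rat C6 glioma host cells with rolipram phosphodiesterase inhibitor present; the protocol text gives 20 µM as final concentration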
Numbers without * were called inactive; · = no result given; & = joins results of further samples; [ ] = another dose, or the depositor's remark. Some of the compounds tested; rates above refer to the full screens.

Compound,NPY-Y1 PAM-ag,NPY-Y1 antag,PPC-1+TRAIL kill,zfTRPN1 agonist,TRPML3 ag,14-3-3 Bad inh,CHOP inhibitor,EP2 modulator,EP2 antag
CC(C)CNC(=O)C1CCN(c2ccc(S(=O)(=O)N3CCOCC3)cc2)CC1,1,-1,0,2.1,0.3,-8[fluorescence artefact?],-1,18,6
COc1cc2c(cc1OC)C(COc1ccccc1OC)N(C(=O)C(C)C)CC2 (configuration not stated),-2,1,12,-1.8,-1.6,-11,15,34,4
COc1ccc(-c2nnc(SCC(=O)Nc3ccccc3OC)o2)cc1,-12,9,25,1.5,-0.6,-2,33,-36,11
Cn1cc(S(=O)(=O)c2ccccc2)n(C)c1=O,11,4,11,0.4,1.1,-14,0,22,11
CCN(CC)c1ccc(/C=N\N2CCN(Cc3ccc(C)cc3)CC2)cc1,16,0,-5,0.1,1.0,-14,42,-10,3
CC1(C)CCCN(C(=O)N2c3ccccc3Sc3ccccc32)C1,-31,6,3,-1.6,0.2,8,-18,20,12
CC1=C(C(N)=O)C(c2sccc2C)n2nnnc2N1 (configuration not stated),4,-4,-17,1.5,1.4,7,21,17&-5,10&18
CC12CCC(C(=O)NCc3ccc(F)cc3)(OC1=O)C2(C)C (configuration not stated),6,-2,0,2.0,-0.5,-4,3,-34,9
CCCCCCCC(=O)NNC(=O)c1ccc(F)cc1,-39,2,14,-1.2,0.2,1,14,23,5
O=C(CN1N=C(c2ccccc2)CCC1=O)NCc1cccs1,-6,1,23,2.4,0.5,3,-1,-52,2
Cc1cc(C)nc(SCc2nnc(SCC(=O)Nc3nc(-c4ccccc4)cs3)n2C)n1,-30,1,2,0.2,1.0,-3,11,-3,12
CCCCC(=O)NC(=S)Nc1cc(C(=O)O)ccc1Cl,-33,-3,-5,0.3,-0.3,7,-7,-5,2
Cc1ccc2c(c1)c(=O)c1c3n2CCN(C(=O)CCl)C3CC1 (configuration not stated),-9,-2,8,0.4,0.7,2,·,-15,·
CCN1CCN(CCCNC(=O)c2ccc(/C=C3/Sc4ccccc4N(Cc4ccccc4F)C3=O)cc2)CC1,18,4,23,2.9,0.8,81*,23,-21,23
CCOC(=O)c1ccc(NC(=O)c2cc3ccccc3o2)cc1,-8,5,14,9.6,2.2,-7,26,48,19
Cc1ccc(CC(=O)N(Cc2ccccc2)c2ccccn2)cc1,17,-1,3,-2.0,0.7,-7,17,22,8
COc1ccc(-c2noc(C3CCCN(S(=O)(=O)c4cccc(Cl)c4C)C3)n2)cc1OC (configuration not stated),-17,0,-6,-0.2,-0.1,7,14,15,5
CC(=O)NC1CCCN(O)C(=O)/C=C(\C)CCOC(=O)C(NC(C)=O)CCCN(O)C(=O)/C=C(\C)CCOC(=O)C(NC(C)=O)CCCN(O)C(=O)/C=C(\C)CCOC1=O (configuration not stated),0,1,-7,1.7,0.8,-12,6,18,15
O=C(NC1CCCCC1)C(c1ccc(F)cc1)N(CCN1CCOCC1)C(=O)c1ccc(-c2ccccc2)[nH]1 (configuration not stated),10,3,·,2.4,1.1,-15,73*,15,5
CCN(C(=O)Cn1c(=O)n(Cc2ccccc2)c(=O)c2ccccc21)c1cccc(C)c1,13,-1,-14,1.6,1.9,-4,7,3,5
N#C/C(=N\Nc1ccccc1)C(=N)N1CCCCC1,7,6,20,0.8,1.4,-11,-16,-11,7
CS(=O)(=O)c1ncc(Cl)c(C(=O)Nc2ccc3ccccc3c2)n1,-21,-4,30,-3.2,-0.4,-12,105*,-33,5
Cc1nc(NC(=O)c2ccccc2)sc1-c1csc(Nc2cccc(Cl)c2)n1,22,1,13,-0.9,1.2,86*,-30,11,26
CCOc1cc(C)nc(Oc2ccc(=O)[nH]n2)n1,9,2,-4,0.7,0.5,3,6,1,7
CCOC(=O)c1sc(NC(=O)CSc2nnc(-c3ccco3)n2CC)c(C(=O)OCC)c1C,-14,10,2,-1.7,0.0,-10,30,26,19
O=C(c1ccc2c(c1)OCCO2)N(c1ccccn1)C1CCCCC1,7,0,12,-0.1,-0.4,5,-21,9,9
CCn1c(Cc2ccccc2)nnc1SCC(=O)Nc1nc(C)cs1,0,16,26,0.5,0.9,1,17,2,5
CCOc1ncccc1C(=O)OCC(=O)Nc1ccc2c(c1)OCO2,4,8,11,0.4,0.1,-4,-6,-38,2
Oc1ccc2ccccc2c1C=NC12CN3CCN(CN(C3)C1)C2,-5,1,8,1.8,0.9,-7[fluorescence artefact?],8,-15,10
CC(=O)C1=C(O)C(=O)OC1c1ccc(C)cc1 (configuration not stated),3,5,3,0.8,0.8,-6,11,-5,9

More compounds follow:
Compound,NPY-Y1 PAM-ag,NPY-Y1 antag,PPC-1+TRAIL kill,zfTRPN1 agonist,TRPML3 ag,14-3-3 Bad inh,CHOP inhibitor,EP2 modulator,EP2 antag
COC(=O)c1sccc1NC(=O)COc1ccc(C)cc1,-13,13,-7,0.6,0.7,-13,-6,60,8
Cc1ccc(C(=O)N2CC(C(=O)O)C2)cc1,13,-1,-5,-0.2,1.5,3,-7,34,3
CCOC(=O)C1=C(C)N(C2CCCCC2)C(=O)C1,12,0,-3,-0.5,0.7,·,3,37,13
CN(C)CCNCc1ccc(OC2CCCC2)cc1,1,10,-8,2.5,0.7,15[fluorescence artefact?],17,-4,6
COc1ccc(-c2nc3ccccc3s2)cc1O,15,-4,83*[5 µM],-0.2,0.3,-14,35,-43,29
O=C(Nc1ccc(-c2nc3ccccc3o2)cc1)c1ccc2c(c1)OCO2,-21,0,23,0.2,0.0,32,85*,1,8
CCC(=O)Nc1ccc(-c2nnc(SCc3ccc(C(=O)Nc4nccs4)cc3)n2CC)cc1,29,1,17,1.5,-0.4,0[fluorescence artefact?],30,1,0
O=CN1CC(=O)N(c2ccccc2)c2c([nH]c3ccccc23)C1,8,-6,25,-0.2,0.8,-9,49,23,6
CCOc1ccc(-c2noc(CCC(=O)NC)n2)cc1OCC,-12,-1,38,0.8,0.7,-9,19,14,4
Cc1cnc(NC(=O)c2cc3ccccc3o2)s1,4,-8,51*[5 µM],-1.4,1.0,-7,10,-8,16
O=C1OCCC/C1=C\c1ccc2c(c1)OCO2,-9,·,-4,2.9,0.8,-2,1,82*,6
COc1ccc(CC(=O)NCc2ccc3c(c2)cc(C)n3C)cc1,13,8,8,3.1,1.1,-9,-7,-19,5
COC(=O)c1c(O)cc(C(C)(C)C)n(-c2ccc(F)cc2)c1=O,-11,5,11,1.6,-0.2,-19[fluorescence artefact?],10,10,8
O=C(c1ccccc1)c1sc(N2CCOCC2)nc1-c1ccccc1,-6,-1,14,-2.8,-0.4,2,0,34,7
Cc1cc(C(=O)OCC(=O)N2c3ccccc3NC(=O)C2(C)C)c(C)n1-c1ccccc1,1,7,7,0.4,0.1,0,17,10,0
Cc1cc(C)nc(SCc2nnc(SCc3ccccc3Cl)o2)n1,-23,12,17,-2.8,-0.4,-3,33,-3,9
COc1ccccc1N1CCN(C(=O)c2ccc(NS(=O)(=O)c3ccc(C)cc3)cc2)CC1,0,-1,6,2.6,0.4,-5,15,5,8
CCCCOP(=O)(c1ccc(N(C)C)cc1)C(O)c1ccccc1F (configuration not stated),0,-4,2,4.2,-0.1,0[fluorescence artefact?],22,5,4
O=C(CSc1nc2ccccc2[nH]1)Nc1cc(C(F)(F)F)ccc1N1CCOCC1,-21,4,9,-0.1,-0.1,·,36,53,11
CCOc1cc(CNn2nnnc2N)ccc1OCC(=O)NC(C)(C)C,-14,8,30,1.1,0.6,-2,20,12,6
COc1c(Cl)cc(Cl)cc1C(=O)n1nc(C)cc1C,-5,0,24,-1.4,-0.6,1[fluorescence artefact?],30,74*,8
O=C(NCc1ccccc1Cl)c1ccccc1CCc1ccccc1,-47,16,15,-2.3,-0.4,-13,40,58,4
CNC(=O)CN(C1CCCCC1)S(=O)(=O)c1ccc(F)cc1,15,3,12,0.4,0.6,1,3,18,8
Fc1cc(F)cc(NC(=S)N2CCN(c3ncccn3)CC2)c1,3,5,-10,1.2,1.0,-1,8,-31,10
O=C(CCNC(=O)c1ccccc1Cl)Nc1nc2ccccc2s1,12,-5,-2,0.5,0.2,-10,15,-53,11
Cc1nc(C(F)(F)F)ccc1C(=O)Nc1ccccc1F,6,·,4,2.7,0.2,4,-3,13,2
CCc1nnc(NC(=O)CSc2nccn2-c2cccc(C)c2)s1,-17,0,17,0.5,-1.0,2,47,-5,9
CC1=NN(C(N)=S)C(=O)C1N=Nc1c(C)cc(C)cc1C (configuration not stated),-13,20,9,-2.2,0.1,9,-153,11,15
